Mcl1 Noxa PPI – disrupts binding of human Mcl-1 to Noxa peptide | Q07820 | TR-FRET Mcl-1/Noxa peptide binding, 2 h | inhibition, % at 21.7 µM | actives 1.5% (n = 220,000);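 active means compounds that cut the protein-peptide binding signal by more than 50% relative to plate controls in a single-dose test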;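 further: His-tagged Mcl-1 with rhodamine Noxa BH3 peptide and terbium anti-His antibody; 0% = Mcl-1 plus Noxa peptide wells and 100% = peptide-only wells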
Bim-Bcl-2 – human Bim-Bcl-2 interaction inhibition | actives 0.06% (n = 190,000) | inhibition, % at 10 µM | Bead-based flow cytometry, Bim peptide-Bcl-2 binding | P10415; in the data active means inhibition above about 40%; inconclusive means no clear call, values can overlap the other calls;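 further: 0% = no compound wells with probe peptide and 100% = reference peptide inhibitor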
Target sequence (P10415 whole entry, looked up): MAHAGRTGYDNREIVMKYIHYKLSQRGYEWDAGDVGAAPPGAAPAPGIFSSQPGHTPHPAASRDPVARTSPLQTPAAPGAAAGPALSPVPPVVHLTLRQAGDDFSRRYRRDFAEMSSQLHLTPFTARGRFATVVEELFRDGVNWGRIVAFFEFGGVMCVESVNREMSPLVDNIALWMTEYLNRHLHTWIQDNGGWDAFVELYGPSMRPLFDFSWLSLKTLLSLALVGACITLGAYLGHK
RGS7-Gao reg – regulators of human RGS7-Galphao interaction | P09471 | Multiplexed bead flow cytometry, RGS7-Galphao binding; actives lie on both sides | binding response (% of control), % at 10 µM | actives 0.35% (n = 220,000) | AID 1439; in the data active means binding response below about 49% or above about 150%; inconclusive means no clear call, values can overlap the other calls; inactive means in between;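 further: fluorescent Galphao held in activated GDP-AlF4 state binding bead-coupled RGS7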
Target sequence (P09471 whole entry, looked up): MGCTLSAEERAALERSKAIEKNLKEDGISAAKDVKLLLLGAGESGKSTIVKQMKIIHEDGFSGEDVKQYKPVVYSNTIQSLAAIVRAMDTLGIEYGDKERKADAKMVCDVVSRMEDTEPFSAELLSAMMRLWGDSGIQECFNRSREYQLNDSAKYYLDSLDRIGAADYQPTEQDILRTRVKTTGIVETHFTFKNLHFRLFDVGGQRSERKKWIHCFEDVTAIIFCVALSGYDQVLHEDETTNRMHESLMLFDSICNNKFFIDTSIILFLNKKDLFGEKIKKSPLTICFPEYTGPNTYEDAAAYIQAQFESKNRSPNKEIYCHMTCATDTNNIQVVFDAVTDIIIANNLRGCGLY
Bim-Bcl-B – human Bim-Bcl-B interaction inhibition. actives 0.073% (n = 190,000). Q9HD36. inhibition, % at 10 µM. bead-based flow cytometry, Bim peptide-Bcl-B binding;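 further: 0% = tracer peptide without compound and 100% = reference inhibitor peptide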
Mcl1-Bid inh – Mcl-1/Bid interaction inhibition; actives 0.97% (n = 220,000); Q07820; AID 1021; inhibition, % at 21.7 µM; TR-FRET Mcl-1/Bid-Dy647 peptide binding, 1536-well;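 active means compounds that cut the binding signal by more than half at the single screening dose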;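 further: His-tagged Mcl-1 with europium anti-His antibody binding Bid BH3 peptide; 0% = Mcl-1 plus peptide wells and 100% = peptide-only wells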
Bim-Mcl-1 – human Bim-Mcl-1 interaction inhibition; actives 0.1% (n = 190,000); Q07820; inhibition, % at 10 µM; Bead-based flow cytometry, Bim peptide-Mcl-1 binding;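 further: 0% = no compound tracer wells and 100% = peptide blocker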
Bim-Bcl-XL – human Bim-Bcl-XL interaction inhibition; inhibition, % at 10 µM; Bim peptide-Bcl-XL binding, bead flow cytometry, fluorescence; actives 0.04% (n = 190,000)
RGS4-Gao reg – human RGS4-Galphao interaction regulation; P09471; Multiplexed bead flow cytometry, RGS4-Galphao binding; actives lie on both sides; binding response (% of control), % at 10 µM; actives 0.33% (n = 220,000); AID 1415; in the data active means binding response below about 49% or above about 150%; inactive means in between;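 further: fluorescent Galphao activated with aluminum fluoride binding bead-coupled RGS4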
RGS8-Gao reg – regulators of human RGS8-Galphao interaction; response (percent of control binding), % at 10 µM; actives 0.34% (n = 220,000); multiplexed bead flow cytometry, RGS8-Galphao binding; actives lie on both sides; in the data active means response below about 60% or above about 140%; inactive means in between;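 further: Galphao activated as the GDP aluminium fluoride complex binding bead-coupled RGS8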
Bim-Bcl-W – human Bim-Bcl-W interaction inhibition; bead-based flow cytometry, Bim peptide-Bcl-W binding; inhibition, % at 10 µM; actives 0.02% (n = 190,000);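 further: 0% = bound tracer without compound and 100% = peptide blocker; higher means less fluorescent Bim peptide bound to Bcl-W beads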
Target sequence (Q92843 whole entry, looked up): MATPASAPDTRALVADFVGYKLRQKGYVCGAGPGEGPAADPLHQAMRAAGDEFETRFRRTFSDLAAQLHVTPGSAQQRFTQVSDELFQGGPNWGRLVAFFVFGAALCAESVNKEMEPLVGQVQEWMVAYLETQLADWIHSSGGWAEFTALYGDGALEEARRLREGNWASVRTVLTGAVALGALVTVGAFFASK
Bfl-1 Bim block – inhibitors of Bim-Bfl-1 interaction, human; Q16548; actives 0.12% (n = 190,000); Bead-based flow cytometry, Bim-Bfl-1 binding inhibition; inhibition, % at 10 µM;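 further: 0% = wells without compound plus tracer and 100% = blocker peptide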
The depositor's hits bear a star; u = inconclusive; x = no result given. Unless noted, no stated cut-off is given here; in the data, active means inhibition above about 40%.

entry	Compound	Mcl1 Noxa PPI	Bim-Bcl-2	RGS7-Gao reg	Bim-Bcl-B	Mcl1-Bid inh	Bim-Mcl-1
1	Cc1c(C2Nc3ccccc3C(=O)N2O)cnn1C (centres undefined)	-2	-1	99	-6	-30	-3
2	CCN(CC)C(=O)CN1C(=O)C2(OCC(C)(c3ccccc3)CO2)c2ccccc21 (centres undefined)	5	-11	94	-8	10	0
3	CN(C)S(=O)(=O)c1ccc(Cl)c(C(=O)Nc2nc3ccccc3[nH]2)c1	5	-3	97	1	-8	0
4	CC(C)CN1C(=O)C(=O)N(CC(=O)Nc2cc(Cl)ccc2Oc2ccccc2)C1=O	17	-3	98	-1	-6	0
5	Cc1ccc(S(=O)(=O)NNC(=O)C2CCN(S(=O)(=O)c3ccc(C)cc3)CC2)cc1	3	-5	99	-9	-8	1
6	COc1ccc(S(=O)(=O)N2CN(Cc3ccco3)c3nc4ccccc4nc32)cc1	27	-3	93	-7	-19	0
7	CC(C)C(c1nnnn1Cc1ccc(F)cc1)N1CCN(Cc2ccc3c(c2)OCO3)CC1 (centres undefined)	-13	-5	102	-5	-10	-4
8	N#Cc1nc(-c2cccs2)oc1N1CCN(Cc2ccccc2)CC1	-4	2	93	3	-5	2
9	CCOc1cc2c(cc1OCC)C(c1ccccc1OC)OC(=O)C2 (centres undefined)	-7	6	96	5	-4	0
10	COc1cc2c(cc1OC)C1(Nc3c-2c(-c2ccccc2)nn3-c2ccccc2)C(=O)Nc2ccccc21 (centres undefined)	30	-10	102	-7	8	-1
11	C=CCn1c(COc2cccc(C)c2)nnc1SCC(=O)NC(=O)NCc1ccco1	27	-6	88	-10	-76	-3
12	Cc1csc2c(=O)sc(NC(=O)c3ccco3)nc12	-9	x	u	x	-24	x
13	CN(C)/C=C/C(=O)c1ccc(Cl)cc1	-5	-10	94	-11	-21	-4
14	Cc1cc(C)c(C#N)c(OCC(=O)c2ccc(Br)cc2)n1	19	1	101	-3	-1	-1
15	Cc1cccc(CN2CCN(CC(=O)NCCCN3CCCC3=O)C2=O)c1	18	-2	100	0	-1	2

entry	Bim-Bcl-XL	RGS4-Gao reg	RGS8-Gao reg	Bim-Bcl-W	Bfl-1 Bim block
1	0	102	103	-3	0
2	-2	95	98	-1	-8
3	0	98	102	0	-4
4	1	101	103	0	-5
5	1	99	102	0	-7
6	-2	100	104	4	-5
7	-7	98	100	-5	-17
8	1	94	99	0	-1
9	2	99	101	2	1
10	-5	101	100	1	-15
11	-8	84	96	-3	-8
12	x	100	99	x	x
13	-8	96	98	0	-11
14	0	103	100	1	0
15	1	102	101	0	-7

Other records
entry	Compound	Mcl1 Noxa PPI	Bim-Bcl-2	RGS7-Gao reg	Bim-Bcl-B	Mcl1-Bid inh	Bim-Mcl-1
16	Cc1cc(C)n(CC(=O)N/N=C/c2cc([N+](=O)[O-])ccc2O)n1	-78	-6	84	-4	-76	-6
17	COc1cccc(C(c2nnnn2CCc2ccccc2)N2CCN(c3ccccc3)CC2)c1OC (centres undefined)	5	-12	100	-10	-20	-6
18	CCCCN(C(C)=O)C1CC(=O)N(c2ccc(OCCC)cc2)C1=O (centres undefined)	-27	x	u	x	-14	x
19	Cc1csc(NC(=O)CSc2nnc(C)c(=O)n2N)n1	9	6	u	0	-6	-1
20	COc1ccc(NC(=O)c2ccc(OCc3c(C)noc3C)c(OC)c2)cn1	6	-4	u	-5	-12	-3
21	O=c1[nH]cnc2scc(-c3ccccc3)c12	8	-10	103	-10	-5	-3
22	COc1ccc(C2=C(C=C(C#N)C#N)C(c3ccccc3C)c3ccccc3O2)cc1OC (centres undefined)	2	-3	100	-3	-14	-2
23	CCOc1ccc(NC(=O)C(c2ccccn2)N(C(=O)CCl)c2ccc(OCC)cc2)cc1 (centres undefined)	4	0	98	-7	-20	-4
24	Cn1c(=O)[nH]c(=O)c2[nH]c(CN3CCN(Cc4ccccc4)CC3)nc21	1	x	u	x	-64	x
25	Cc1ccc(C(=O)N/N=C\c2cc3c(cc2Br)OCO3)s1	6	-1	99	2	-27	2
26	Cc1ccc(SCc2cn3c(C)cc(C)nc3n2)cc1	14	x	u	x	-28	x
27	COC(=O)N/N=C/c1ccc(/C=N/NC(=O)OC)cc1	1	0	103	1	0	0
28	Cc1cc(C)cc(C(=O)NCC(=O)OCC(=O)Nc2cccnc2Cl)c1	-4	-5	u	-5	-36	-1
29	CCNC(=S)N(Cc1cc2cc(C)c(C)cc2[nH]c1=O)C1CCCC1	7	-2	101	-18	-37	1
30	O=C(CSc1nnc(C2CC2)n1-c1ccccc1)NCCN1C(=O)CSC1=O	-1	-2	u	-5	-26	-1

entry	Bim-Bcl-XL	RGS4-Gao reg	RGS8-Gao reg	Bim-Bcl-W	Bfl-1 Bim block
16	-9	84	88	-6	0
17	-11	102	100	-5	-21
18	x	97	99	x	x
19	1	101	100	-1	3
20	-5	99	100	-6	-4
21	1	106	105	-2	-12
22	-4	98	103	-1	0
23	-4	98	98	0	2
24	x	105	101	x	x
25	-1	95	102	0	0
26	x	102	99	x	x
27	1	101	100	1	-2
28	-5	100	101	0	-6
29	-1	100	100	-5	-4
30	-2	100	102	0	-3

More results:
entry	Compound	Mcl1 Noxa PPI	Bim-Bcl-2	RGS7-Gao reg	Bim-Bcl-B	Mcl1-Bid inh	Bim-Mcl-1
31	CC(C)CSc1n[nH]c(=S)s1	2	-6	100	-33	-24	-32
32	CCc1ccccc1-n1c(SCC(=O)N2CCCC2)nnc1-c1ccccn1	11	-14	100	-11	-1	-4
33	Cc1cc(C)n(C(=O)c2cccc(S(=O)(=O)N3CCCCC3)c2)n1	-21	x	u	x	-1	x
34	CCOC(=O)c1c(CN(C)C)n(-c2ccccc2)c2cc(Br)c(OC)cc12	9	-3	102	-10	2	-2
35	Cc1ccc(N2CCN(C(=O)c3cc(C(=O)c4ccccc4C)c[nH]3)CC2)c(C)c1	1	-4	98	0	-7	0
36	CCOc1ccc2cc(C3CC(c4ccco4)=NN3S(=O)(=O)c3ccccc3)c(Cl)nc2c1 (centres undefined)	11	2	101	-1	-1	-1
37	COc1ccc(-c2cn(-c3ccc(OC)cc3)c3[n+]2-c2ccccc2CC3)cc1	-10	-2	104	-9	-52	-4
38	CCN(CC)S(=O)(=O)c1ccc2c(c1)nc(CCC(=O)Nc1ccc(N3CCOCC3)cc1)n2C	20	2	91	-4	-55	-2
39	O=C(CN1CCN(C(=O)c2ccco2)CC1)Nc1cc(C(F)(F)F)ccc1Cl	2	-3	103	-10	-16	-5
40	S=C(Nc1ccc(N2CCOCC2)cc1)Nc1ccc2nc(-c3ccco3)c(-c3ccco3)nc2c1	81*	1	92	-15	-10	-5
41	O=C(CSc1nnc(-c2cccnc2)n1-c1ccccc1)Nc1ccc2c(c1)OCO2	x	-6	102	-6	-18	-1
42	CCCNC(=O)CS(=O)Cc1nc(-c2ccccc2C)oc1C (centres undefined)	-10	-6	106	-7	-5	-1

entry	Bim-Bcl-XL	RGS4-Gao reg	RGS8-Gao reg	Bim-Bcl-W	Bfl-1 Bim block
31	-16	100	99	-11	8
32	-7	99	100	-1	-19
33	x	98	101	x	x
34	-6	99	100	-5	-15
35	0	102	103	1	-5
36	-4	101	99	-2	0
37	-6	102	106	-6	0
38	-1	91	97	1	4
39	-11	103	102	-9	-13
40	1	95	85	17	36
41	-3	99	101	-2	-11
42	-3	106	103	-1	-9

Reprinted from the listing, two compounds:
entry	Compound	Mcl1 Noxa PPI	Bim-Bcl-2	RGS7-Gao reg	Bim-Bcl-B	Mcl1-Bid inh	Bim-Mcl-1
1	Cc1c(C2Nc3ccccc3C(=O)N2O)cnn1C (centres undefined)	-2	-1	99	-6	-30	-3
2	CCN(CC)C(=O)CN1C(=O)C2(OCC(C)(c3ccccc3)CO2)c2ccccc21 (centres undefined)	5	-11	94	-8	10	0

entry	Bim-Bcl-XL	RGS4-Gao reg	RGS8-Gao reg	Bim-Bcl-W	Bfl-1 Bim block
1	0	102	103	-3	0
2	-2	95	98	-1	-8

Among those listed so far, these have an NH in an aromatic ring.
entry	Compound	Mcl1 Noxa PPI	Bim-Bcl-2	RGS7-Gao reg	Bim-Bcl-B	Mcl1-Bid inh	Bim-Mcl-1
3	CN(C)S(=O)(=O)c1ccc(Cl)c(C(=O)Nc2nc3ccccc3[nH]2)c1	5	-3	97	1	-8	0
21	O=c1[nH]cnc2scc(-c3ccccc3)c12	8	-10	103	-10	-5	-3
24	Cn1c(=O)[nH]c(=O)c2[nH]c(CN3CCN(Cc4ccccc4)CC3)nc21	1	x	u	x	-64	x
29	CCNC(=S)N(Cc1cc2cc(C)c(C)cc2[nH]c1=O)C1CCCC1	7	-2	101	-18	-37	1
31	CC(C)CSc1n[nH]c(=S)s1	2	-6	100	-33	-24	-32
35	Cc1ccc(N2CCN(C(=O)c3cc(C(=O)c4ccccc4C)c[nH]3)CC2)c(C)c1	1	-4	98	0	-7	0

entry	Bim-Bcl-XL	RGS4-Gao reg	RGS8-Gao reg	Bim-Bcl-W	Bfl-1 Bim block
3	0	98	102	0	-4
21	1	106	105	-2	-12
24	x	105	101	x	x
29	-1	100	100	-5	-4
31	-16	100	99	-11	8
35	0	102	103	1	-5
